Assay outcomes from PubChem BioAssay.
Cl transport mod: KCC2 (human) Cl- transport modulation; Q9H2X9; B-score of Tl+ flux slope (higher = more flux/activation; lower = inhibition) at 10 µM; 190,000 tested, 2.2% active; KCC2 cells, thallium flux FluoZin-2 fluorescence;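 active = thallium flux slope and its plate-corrected score both differing from the plate sample mean at a set confidence after two filtering rounds, in either direction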;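 also: slope of fluorescence scaled to starting intensity during 10 to 20 s after thallium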
FXIIa inh 1536: factor XIIa (human) inhibition; 220,000 tested, 0.3% active; inhibition, % at 5 µM; purified FXIIa, Boc-QGR-AMC fluorogenic substrate, 2 h; in the data active = inhibition above about 40%;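 also: 0% = enzyme with no compound and 100% = blank without enzyme; many of its hits are not listed in these tables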
Furin inhibitor: inhibitors of human furin; AID 463115; inhibition, % at 30 µM; 220,000 tested, 0.061% active; purified furin, fluorogenic substrate cleavage; P09958; in the data active = inhibition above about 25%; also: inactives centre near -15
KLK5 inh: kallikrein 5 (human) inhibition; recombinant hK5, fluorogenic AMC substrate cleavage; AID 873; Q9Y337; inhibition, % at 5 µM; 210,000 tested, 0.59% active;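 active = inhibition of 40% or more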;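 also: 0% = enzyme controls without compound and 100% = no-enzyme blanks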
Target sequence (Q9Y337 67-293 limits assumed): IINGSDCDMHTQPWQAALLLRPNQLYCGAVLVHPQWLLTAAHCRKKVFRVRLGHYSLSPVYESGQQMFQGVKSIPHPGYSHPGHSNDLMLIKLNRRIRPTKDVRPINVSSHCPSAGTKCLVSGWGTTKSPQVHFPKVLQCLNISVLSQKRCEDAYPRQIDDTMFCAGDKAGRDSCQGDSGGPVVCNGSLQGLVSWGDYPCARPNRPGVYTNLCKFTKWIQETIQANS
Wee1 stabilizer: blocks degradation of human Wee1 kinase | P30291 | HeLa Luc-Wee1K328M stability, luciferase luminescence; 100% = proteasome inhibitor MG132 effect | reporter increase, % at 5 µM | 220,000 tested, 1.2% active;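 active = activation above the mean of all tested compounds plus 3 SD, set per screening run, cut at about 8.8% in these data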;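 also: cells exposed to compound for 20 h before luminescence read; 0% = DMSO alone and 100% = MG132 at 30 µM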
Target sequence (P30291 whole entry K328M): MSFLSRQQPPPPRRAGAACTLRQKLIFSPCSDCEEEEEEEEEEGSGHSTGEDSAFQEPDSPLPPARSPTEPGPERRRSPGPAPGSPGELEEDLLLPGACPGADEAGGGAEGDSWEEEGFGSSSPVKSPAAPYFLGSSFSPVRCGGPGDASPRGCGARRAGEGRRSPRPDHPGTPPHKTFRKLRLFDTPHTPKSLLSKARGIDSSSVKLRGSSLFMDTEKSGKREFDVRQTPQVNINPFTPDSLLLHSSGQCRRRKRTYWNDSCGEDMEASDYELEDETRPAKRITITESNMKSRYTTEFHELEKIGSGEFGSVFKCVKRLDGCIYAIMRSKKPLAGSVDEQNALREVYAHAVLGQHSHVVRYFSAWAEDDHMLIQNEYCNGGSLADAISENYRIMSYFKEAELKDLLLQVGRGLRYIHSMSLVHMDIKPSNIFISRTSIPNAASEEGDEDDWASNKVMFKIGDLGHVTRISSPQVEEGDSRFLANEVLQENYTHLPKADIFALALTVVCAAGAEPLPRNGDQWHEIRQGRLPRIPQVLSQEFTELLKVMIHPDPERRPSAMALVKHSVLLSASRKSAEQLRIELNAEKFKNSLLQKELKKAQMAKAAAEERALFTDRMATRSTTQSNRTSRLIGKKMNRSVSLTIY
FXIa inh: blocks human coagulation factor XIa protease activity. purified FXIa, Boc-Glu-Ala-Arg-AMC fluorogenic substrate. inhibition, % at 5 µM. P03951. 220,000 tested, 0.14% active;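 active = inhibition of at least 40%; inactive = inhibition below 40%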;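 also: fluorescence of freed AMC excited at 355 nm; 0% = enzyme without compound and 100% = no enzyme blank; many of its hits are not listed in these tables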
PERK inhibitor: inhibitors of human PERK kinase; AID 1416; CHO PERK-DD fusion, SEAP luminescence translation reporter; 220,000 tested, 0.17% active; inhibition, % at 5.6 µM; Q9NZJ5;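 active = inhibition above the mean inhibition of all tested compounds plus 3 SD, set separately per screening campaign, cut at about 2.9% in these data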;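 also: PERK kinase domain activated by AP20187 dimerizer at 100 nM; 0% = DMSO with dimerizer and 100% = rapamycin at 8.4 µM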
thrombin 1536: blocks human thrombin protease activity; AID 1046; 220,000 tested, 0.26% active; alpha-thrombin, Boc-VPR-AMC fluorogenic substrate cleavage; P00734; inhibition, % at 5 µM;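 active = inhibition at or above 40%; inactive = inhibition below 40%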;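 also: 0% = enzyme with no compound and 100% = wells without enzyme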
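System: Human alpha-thrombin protein | Medium: pH 7.5 Tris (50 mM) with NaCl 150 mM, Tween 20 0.05% | Times: Enzyme reaction carried out at room temperature | Detection: AMC fluorescence, 355/460 nm | Evaluation: Percent inhibition scaled between no-compound controls and no-enzyme blanks | Benchmarks: Enzyme without compound as high, wells lacking enzyme as low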
p97 ATPase inh: inhibitors of human p97 ATPase; P55072; recombinant p97 ATPase, Kinase-Glo ATP luminescence, 3 h; inhibition, % at 8 µM; 220,000 tested, 0.42% active; in the data active = inhibition above about 15%;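 also: 0% = DMSO vehicle and 100% = wells lacking enzyme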
An asterisk follows results filed as active; x = not tested or not shown; [ ] = dose if it differs, or a comment.

SMILES	Cl transport mod	FXIIa inh 1536	Furin inhibitor	KLK5 inh	Wee1 stabilizer	FXIa inh	PERK inhibitor	thrombin 1536	p97 ATPase inh
CC(NC(=O)NNC(N)=S)(C(F)(F)F)C(F)(F)F	-0.012	6	-18	1	-1	0	0.2	-1	-2
CC(C)c1nnc(NC(=O)CCC(=O)NCc2ccco2)s1	0.37	-14	-18	1	-1	-7	-0.2	-1	5
O=C(Nc1ccc2ccccc2c1)[C@@H]1C[C@H]1[C@@H](NP(=O)(c1ccccc1)c1ccccc1)c1ccccc1	0.36	18	-11	-5	0	7	-0.6	3	6
Cc1cccc(N2CCN(C(=O)c3ccc(Cl)c(S(=O)(=O)N4CCc5ccccc5C4)c3)CC2)c1C	0.29	1	-15	-18	1	6	1.2	-11	5
Cc1ccc(NC(=S)NNc2ncc(C(F)(F)F)cc2Cl)c(C)c1	4.3*	17	1[20 µM]	-47	-1	5	0.0	6	4
CC(=O)c1c(C)[nH]c(C(=O)N(C)C(c2ccccc2)c2ccccc2)c1C	-1.5	3	-27	0	1	4	-0.1	-1	-1
CC[C@]12CCCN3CCc4c(n(c5ccccc45)C(=O)C1)C32 (some centres undefined)	-0.018	-2	-17	-4	-4	-6	0.5	-9	3
COc1ccc(N=N/C(C(C)=O)=C(/C)O)cc1	0.071	7	-1	-1	2	-6	1.1	2	1
CCOC(=O)c1c(NC(=O)Nc2ccc(Cl)cc2)sc(C)c1C	1	16	-38[20 µM]	-22	-1	0	-0.3	-2	2
C=CCN1C(=O)CSc2ccc(C(=O)NCCC3=CCCCC3)cc21	-0.9	2	-12[20 µM]	0	-1	-11	-1.1	-6	-1
CCCNC(=O)Cn1sc2nc(C)cc(C)c2c1=O	-0.61	10	-20	1	2	3	1.1	3	5
O=C(Nc1ccc(CN2CCOCC2)cc1)c1ccc(-c2cc(Cl)ccc2Cl)o1	-1.4	2	2[20 µM]	0	1	-8	-0.5	-2	-7
N#CCSc1nccc(/C=C/c2ccccc2)n1	-2.1	1	-5	-3	2	-3	-0.4	-8	-4
COc1ccc(C(=O)C2CCCN(Cc3cn[nH]c3-c3ccccc3)C2)cc1OC (centres undefined)	0.047	4	-17	-3	2	0	0.1	-13	2
Cc1cccc(NC2(C(F)(F)F)N=C3SCCN3C2=O)n1 (centres undefined)	0.027	-3	-7[20 µM]	-16	-1	-1	1.5	-11	0
COc1cc(C2SCC(=O)N2CCc2ccc(OC)c(OC)c2)ccc1O (centres undefined)	0.42	-5	-17	-19	-2	-7	0.1	-1	5
COc1cc(CNc2cc(C)ccc2C)cc(OC)c1OC	1.1	14	-23	-7	-1	3	-0.5	1	3
O=C(c1cc(COc2c(F)cccc2F)on1)N1CCc2ccccc2C1	-4.4*	5	-23	-1	-2	-3	0.4	-9	-6
Cc1[nH]c(=O)[nH]c(=O)c1NC(=O)c1cccs1	0.41	-2	-13[20 µM]	-22	1	-9	0.6	-11	0
N#CC1=C(N)C(C#N)(C#N)C(c2ccc[nH]2)C2CCCC=C12 (centres undefined)	-0.37	6	-20[20 µM]	-2	0	-1	1.2	0	2
O=C(Cc1coc2ccc3ccccc3c12)NCc1ccccc1	-0.95	8	-15[20 µM]	-10	2	-1	-0.5	1	-2
O=C(NCc1ccc2c(c1)OCO2)c1ccc(-n2cnnn2)cc1	x	17	-15	-16	-2	0	0.1	-1	-4
CC1CCCCN1C(=O)c1cc(-c2ccc(Cl)c(Cl)c2)on1 (centres undefined)	1.4	12	-13	-13	1	3	-0.8	3	-2
C#CCOCCOCCOCCNc1nc(N2CCN(C(=O)Cn3cc(CCCCN)nn3)CC2)nc(N2CCN(C(=O)Cn3cc(CCCCN)nn3)CC2)n1	-0.5	13	-20	-8	2	6	0.6	1	5
N/C(=N\OC(=O)C1CCCCC1)c1cccnc1	-0.05	17	-25[20 µM]	5	-3	-3	2.0	2	2
SMILES	Cl transport mod	FXIIa inh 1536	Furin inhibitor	KLK5 inh	Wee1 stabilizer	FXIa inh	PERK inhibitor	thrombin 1536	p97 ATPase inh
CCOCCCNCc1ccc(OCc2ccc(F)cc2)c(OC)c1	0.39	-1	-13	-5	0	-6	-0.5	-13	-1
Cc1cc(C)c(S(=O)(=O)Cc2ccc(Cl)cc2)c(=O)[nH]1	-0.06	4	-26	-3	-2	-9	-0.1	-22	1
Cc1ccc(N2CCN(CC(O)COC3CCCCC3)CC2)cc1 (centres undefined)	1.7	5	-10[20 µM]	4	-2	-4	1.0	-4	-3
CCS(=O)(=O)c1ccc2c(c1)NC(=O)C(CCCl)O2 (centres undefined)	0.61	4	-16	x	-3	-6	-0.4	-4	-1
CN1CCN(C(=O)CSc2nc(-c3cccs3)ccc2C#N)CC1	0.16	13	-33[20 µM]	-54	0	6	-0.1	4	-1
CCOC(=O)CCNC(C)C1COc2ccccc2O1 (centres undefined)	x	1	-29	-3	-3	-9	1.1	-3	6
Cc1ccc(S(=O)(=O)Nc2cccc(NC(=O)CN3CCCCC3)c2)cc1	-0.37	8	-4[20 µM]	-18	0	1	-1.6	1	1
COc1ccc(/C=N/n2cnnc2SCc2ccccc2)cc1	-0.32	-2	-17	3	4	2	1.3	0	2
Cc1ccccc1NC(=O)C1C2CCC(O2)C1C(=O)O (centres undefined)	1.1	1	-12[20 µM]	-4	-1	-4	0.0	-6	-4
CCCCNS(=O)(=O)c1ccc2nc(SCC(=O)Nc3cccc(F)c3)[nH]c2c1	-0.19	13	-8	-3	1	5	0.1	-1	7
COc1ccc(CCNC(=O)CN2C(=O)NC(C)(c3ccc([N+](=O)[O-])cc3)C2=O)cc1 (centres undefined)	0.011	8	-29	-1	3	-4	0.7	-11	2
COCCCn1c(C)nnc1-c1cnn(-c2ccccc2)c1N	0.45	5	-17	-2	0	0	0.6	-1	1
CCCc1nc(SCC(=O)Nc2nnc(SCC)s2)c2c(=O)n(C)c(=O)n(C)c2n1	0.95	8	-21	2	6	0	0.1	-1	-2
Cc1cccc(C)c1NC(=O)c1ccc([N+](=O)[O-])s1	0.85	2	-5	-2	0	-1	0.7	-11	5
Cc1nn2c(C)c(C(=O)Nc3ccccc3)cnc2c1-c1ccccc1	-0.3	1	2	-4	-1	-8	-1.1	-8	-2
Fc1ccc(-c2csc3ncnc(Nc4ccc(N5CCOCC5)cc4)c23)cc1	0.017	-13	-28	42*	3	-4	-0.1	-2	4
COc1ccc(-n2nc(C(=O)NCC(=O)N3CCN(C)CC3)c3ccccc3c2=O)cc1OC	x	21	-20[20 µM]	-28	-1	13	-1.0	3	4
CC(=O)NCCC(=O)Nc1nc(-c2cccs2)c(-c2cccs2)s1	-1.2	0	-25	-6	6	3	1.1	-4	0
C=CCC1C=C(C)CC(CC=C)N1 (centres undefined)	0.6	4	-25	-4	-1	-3	0.5	-7	6
CN(Cc1ccccc1)Cc1c(F)cccc1F	0.006	21	-12[20 µM]	-3	-1	8	-0.2	4	2
Cc1c(C(=O)Nc2ccccc2)sc2nc[nH]c(=O)c12	0.22	3	-20	-10	-5	1	0.5	-5	4
CC(C)(C)c1ccc(S(=O)(=O)N2CCC(O)(c3ccc(Cl)cc3)CC2)cc1	-0.0079	3	-16	-8	0	-1	-0.3	-8	-8
COc1cccc(C(=O)N=c2sc3c(C)ccc(OC)c3n2C)c1	x	24	x	-15	x	22	x	3	x
Cc1ccc(-c2nc3ccsc3c(=O)o2)cc1	-1.8	5	-15[20 µM]	5	4	25	1.2	-13	0
COC(=O)Cn1ccc(N(C)C)c(C#N)c1=O	0.3	18	-23	9	1	14	-0.5	16	5
SMILES	Cl transport mod	FXIIa inh 1536	Furin inhibitor	KLK5 inh	Wee1 stabilizer	FXIa inh	PERK inhibitor	thrombin 1536	p97 ATPase inh
CC(C)(C)N1C(=O)c2ccccc2NC(=O)N1Cc1ccc(Br)cc1	0.02	12	-27[20 µM]	-1	0	0	-0.8	0	3
Cc1ccc(-n2cc3c(-c4cccc(Br)c4)nnc(C)c3n2)cc1	1	-1	-23[20 µM]	-3	2	-7	-0.3	-4	-5
O=C(Nc1nc(-c2ccccc2)cs1)c1cccnc1	x	18	-9[20 µM]	-22	-2	-3	-1.6	-9	2
O=C(Nc1ccc2[nH]c(=O)[nH]c2c1)Nc1ccc(F)cc1F	1.6	9	-23	3	-2	4	0.9	-1	2
Cc1cc2ccccc2c(=O)n1CC(=O)NCc1ccco1	1.2	8	-12[20 µM]	-21	-1	5	0.2	-3	5
C/C(=N\NC(=O)c1c(Br)c(C)nn1C)c1ccc(NC(=O)c2ccoc2C)cc1	0.56	9	-18	6	0	5	-0.1	1	-6
COc1ccc(-c2nn(-c3ccccc3)cc2/C=C/C(=O)OCC(=O)Nc2ccc(C#N)cc2)cc1	0.59	0	-14	-19	-1	0	0.1	-16	7
O=C(Cn1c(=O)sc2ccccc21)Nc1ccc(S(=O)(=O)N2CCCCC2)cc1	-2.6	12	-2[20 µM]	1	-2	7	-1.6	5	-2
CC1=C/C(=N\Nc2ccccc2[N+](=O)[O-])CC(C)(C)C1	0	-2	3	-12	0	-5	0.0	-8	-1
COC(=O)c1ccc(/C=N/NS(=O)(=O)c2cc(C)ccc2C)cc1	-1.3	13	-39	-10	-2	6	1.1	-1	4
COc1ccc(C(=O)N/N=C/c2ccccc2C(=O)O)cc1OC	2.3	6	-26	0	2	-5	1.2	1	2
COc1ccc(CN2CCC(N(CCc3ccccc3)Cc3ccccc3)CC2)c(OC)c1	-1.2	-1	-15	x	1	-6	0.1	-4	-7
COCCNC(=S)NCc1cccs1	0.7	9	-11	-22	-2	-4	0.1	6	4
O=C(Nc1nncs1)C1c2ccccc2Oc2ccccc21	0.26	4	-5[20 µM]	-21	-2	-3	-0.7	-3	3
CN(/C=C/C(=O)C(F)(F)C(F)(F)F)Cc1ccccc1	x	-5	-24[20 µM]	2	1	-7	-0.3	-6	1
CCCn1nc(NC(=O)c2cccs2)c2cc3ccccc3nc21	-1.5	8	0[20 µM]	1	-1	12	-0.6	-1	4
CC(=O)c1cc(-c2ccccc2)n(CCC(=O)NC2CCCCCCC2)c1C	0.68	7	-21	-18	-3	0	-0.6	-1	1
Cn1nc(C(=O)OCC(=O)NC2CCS(=O)(=O)C2)c2ccccc2c1=O (centres undefined)	0.52	9	-30	11	3	-2	0.9	-2	8
CCCCN(C(=O)c1cc(=O)[nH]c2ccccc12)c1c(N)n(CCC)c(=O)[nH]c1=O	0.27	5	-19	-2	-1	-2	1.9	-9	7
Nc1nc(NCCO)nc(NCC2CCCO2)c1[N+](=O)[O-] (centres undefined)	0.94	5	-13	0	3	7	0.8	-1	4
O=C(O)c1cc(S(=O)(=O)N2CCCCCC2)ccc1Cl	1.1	13	-27	-30	-2	-7	0.6	-14	4
COc1cccc(C(=O)N/N=C/c2cn[nH]c2-c2ccc(OC)cc2OC)c1	-0.63	11	-11[20 µM]	-8	-3	1	-0.2	1	3
O=C(NCc1ccccc1)c1cc(S(=O)(=O)N2CCC3(CC2)OCCO3)ccc1F	x	10	-10	-19	4	7	-0.1	1	-1
C/C(N)=C(/C#N)C(=O)COC(=O)CCSc1ccccc1Cl	-0.41	-1	0[20 µM]	-4	-1	-7	0.5	-2	-1

Entries of single compounds, quoted from the list. Order of screens: Cl transport mod, FXIIa inh 1536, Furin inhibitor, KLK5 inh, Wee1 stabilizer, FXIa inh, PERK inhibitor, thrombin 1536, p97 ATPase inh
COCCNC(=S)NCc1cccs1 in the list: 0.7, 9, -11, -22, -2, -4, 0.1, 6, 4
COc1cccc(C(=O)N/N=C/c2cn[nH]c2-c2ccc(OC)cc2OC)c1 in the list: -0.63, 11, -11[20 µM], -8, -3, 1, -0.2, 1, 3
CC1=C/C(=N\Nc2ccccc2[N+](=O)[O-])CC(C)(C)C1 in the list: 0, -2, 3, -12, 0, -5, 0.0, -8, -1
C/C(N)=C(/C#N)C(=O)COC(=O)CCSc1ccccc1Cl in the list: -0.41, -1, 0[20 µM], -4, -1, -7, 0.5, -2, -1
